Bioassay records: PubChem BioAssay, several laboratories
MT stabilize HCS: microtubule stabilizers in HeLa cells | AID 2205 | % tubulin-high responders, % at 10 µM | 0.83% of 200,000 active | HeLa tubulin immunostaining HCS, 24 h; share of cells brighter than vehicle mean+2SD;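 active = plate Z-score above 3 for both tubulin-high and condensed-nucleus cell shares, with cell loss under 80%, at 10 µM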;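 also: anti alpha tubulin signal scored within the nucleus-defined area of each cell; some results filed as inactive read as strong as hits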
WT yeast gro inh: growth inhibition of WT yeast, mitochondrial fusion screen; AID 1362; 2.1% of 190,000 active; inhibition, % at 10 µM; mitochondrial fusion phenotypic screen, WT strain; in the data active = inhibition above about 58%; tested in S. cerevisiae
b-catenin transl: beta-catenin nuclear translocation modulation; HeLa beta-catenin nuclear translocation, immunofluorescence imaging; nuclear translocation activity, % at 5 µM; 0.3% of 190,000 active;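 active = nuclear translocation activity above 50% at 5 µM, with a well cell count of 50 or more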;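 also: per-cell ratio of nuclear to cytoplasmic median beta-catenin stain intensity; plate controls were DMSO negative control for no effect and GSK-3 inhibitor IX positive control for full effect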
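System: Human HeLa cells, endogenous beta-catenin | Compound dosing: 5 µM primary, 0.02–20 µM confirmation | Timing: 24 h compound exposure at 37°C, 5% CO2 | Measured by: Fluorescence imaging of beta-catenin antibody stain plus DAPI | Read-out basis: % activation of per-cell nuclear versus cytoplasmic median beta-catenin signal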
Autophagy mod: autophagy modulation, high-content screen | MEF GFP-LC3 puncta imaging; test concentration mostly 10 µM | calls only at 10 µM (by protocol) | 0.98% of 190,000 active | AID 463193;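 active = percentage of spot-positive cells more than 3 SD above its plate mean, without a fluorescence outlier flag or 80% toxicity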;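 also: spot-positive cell cutoff set from DMSO-treated cells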
Hep lipid drop: modulators of hepatic lipid droplet formation | AML12 mouse hepatocytes, oleate lipid droplets, BODIPY imaging | inhibition, % at 6.5 µM | 0.4% of 240,000 active | AID 1656;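 active = lipid droplet intensity inhibited by at least 50%, with more than 500 cells counted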
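Assay system: AML12 mouse liver cells | Compound: 6.5 µM single-point dosing | Schedule: Overnight exposure | Technique: Fluorescence imaging, 20x objective, two fields per well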
Dynein cargo inh: blocks dynein driven cargo transport along microtubules; 3617.4 mouse cells, GR-EGFP nuclear translocation imaging; test concentration mostly 20 µM; stimulated with dexamethasone, 1 µM; hits give low values; z-score, hits read low; 0.47% of 220,000 active;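 active = plate z-score of nuclear minus cytoplasmic receptor signal below a set negative limit, without overly bright fluorescence or cell loss, cut at about -3.5 in these data, passing the limit was not always enough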;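 also: z-score of nuclear minus cytoplasmic ring GR-EGFP intensity difference per well; some compounds called inactive have numbers as strong as hits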
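Buffer or medium: tet-free, stripped-serum medium; Also added: dexamethasone, 1.0 µM final; Technique: high-content fluorescence imaging after fixation; Times: 48 h induction, 1 h compound, 30 min dex at 37 °C; Read-out: per-cell GR-EGFP intensity, nucleus versus surrounding cytoplasmic ring, well-averaged.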
NOD2 inhibition: NOD2 signaling inhibitors, cell-based, luminescence, uHTS, HEK293 (AID 1566); inhibition, % at 4 µM; hits with a dose series show EC50 in µM; 0.63% of 290,000 active; HEK293 NOD2/NF-kB luciferase reporter, luminescence; higher % means a stronger effect; in the data active = inhibition above about 50%; also: many of its hits are not listed in these tables
Yfh1-off respiration: mitochondrial function rescue without frataxin homolog – Friedreich's ataxia, plus single-dose screen, dose response (AID 1465); 0.074% of 220,000 active; fold induction at 50 µM, or EC50 in µM where a hit was titrated; S. cerevisiae Yfh1-off respiration, WST-1 reduction, 72 h; higher fold induction means a stronger effect;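 active = fold induction of absorbance versus untreated yeast above a set limit, then at least 30% activation at any dose in follow-up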;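 also: activators that raise dye reduction in frataxin-depleted yeast; strong numbers were not always called active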
Ins promoter up: MIN6 insulin promoter up-regulation. MIN6 insulin promoter-GFP reporter, high-content imaging; hits give high values. 0.3% of 190,000 active. AID 1625. z-score at 5 µM;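 active = z-score above 3 at 5 µM with at least 500 cells counted in the well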
WT yeast gro inh mutant strain: second read-out of WT yeast gro inh, no call of its own (marks repeat the call); inhibition, %; mitochondrial fusion phenotypic screen, mutant strain inhibition
Dynein cargo inh cytoplasmic EGFP: second read-out of Dynein cargo inh, no call of its own (marks repeat the call); z-score; measured here: cytoplasmic GR-EGFP intensity; hits give high values
Dynein cargo inh nuclear GR-EGFP: recorded beside Dynein cargo inh, whose call it bears; z-score; measured here: nuclear GR-EGFP intensity;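 lower value marks the stronger effect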
Dynein cargo inh cell count: recorded beside Dynein cargo inh, whose call it bears; z-score; measured here: cell count per field
Ins promoter up cell count: further read-out of Ins promoter up, marked with its call; cell count; measured here: cytotoxicity, nuclei count;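 total cells summed across four imaged fields per well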
Hep lipid drop cells 6.5 µM: also measured in Hep lipid drop; calls as there; cell count; measured here: cell count, cytotoxicity flag;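 cells counted across two imaged fields per well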
b-catenin transl cell count 5 µM: also measured in b-catenin transl; calls as there; cell count; measured here: cell count, cytotoxicity flag
MT stabilize HCS Hoechst-high %: recorded beside MT stabilize HCS, whose call it bears; % Hoechst-high responders; measured here: nuclear condensation Hoechst responders;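 share of cells brighter than vehicle mean plus two SD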
MT stabilize HCS cytotoxicity %: also measured in MT stabilize HCS; calls as there; toxicity, %; measured here: cytotoxicity by cell density;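 0% = mean cell density of plate MIN control wells and 100% = no cells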
Autophagy mod cell loss 18 h: recorded beside Autophagy mod, whose call it bears; toxicity, %; measured here: cell loss, nuclei count;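 cell loss after 18 h compound exposure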
An asterisk follows results filed as active; i = inactive; · = no result given. A portion of the library; rates above refer to the full screens.

#	mol	MT stabilize HCS	MT stabilize HCS Hoechst-high %	MT stabilize HCS cytotoxicity %	WT yeast gro inh	WT yeast gro inh mutant strain	b-catenin transl	b-catenin transl cell count 5 µM	Autophagy mod	Autophagy mod cell loss 18 h	Hep lipid drop	Hep lipid drop cells 6.5 µM	Dynein cargo inh	Dynein cargo inh cytoplasmic EGFP	Dynein cargo inh nuclear GR-EGFP	Dynein cargo inh cell count	NOD2 inhibition	Yfh1-off respiration	Ins promoter up	Ins promoter up cell count
1	O=C(Cn1nc(-c2ccccc2)nc1-c1ccccc1)N1CCOCC1	5.0	2.5	5.8	2	-6	-5.8	987	i	-2	·	·	-0.86	-0.1	-0.18	-0.03	-7%	i	1.2	1216
2	O=c1cnnc(N/N=C/c2cccs2)[nH]1	·	·	·	·	·	1.5	1070	·	·	15	664	-0.004	-0.26	0.41	0.88	22%	i	·	·
3	O=C(OCc1cc(Cl)ccc1OC(F)F)c1cncc(Br)c1	3.5	2.6	4.6	60*	33*	-2.7	1099	i	8	-24	608	-1.4	0.044	-0.84	0.65	7%	i	0.54	1058
4	S=C(NCC1CCCO1)N1CCN(Cc2ccccc2)CC1 (stereo not drawn)	1.3	1.0	3.9	3	-2	-2.2	1032	i	5	0	760	-0.53	-0.18	0.14	0.47	-3%	i	0.2	1400
5	COc1cc(OC)cc(C(=O)NCC(=O)OCC(=O)Nc2ccc3c(c2)OCO3)c1	2.6	1.5	0.1	5	-5	-2.3	1029	i	8	2	680	-0.83	-0.15	-0.47	0.46	10%	i	0.28	1099
6	NC(=O)CCCSc1nc2ccccc2[nH]1	2.7	2.2	6.1	-16	14	0.4	1079	i	8	-5	664	0.51	0.58	0.64	-0.55	-4%	i	-0.61	1116
7	CCOc1ccc(S(=O)(=O)N(CC(=O)NC2CCCCC2C)Cc2ccco2)cc1 (stereo not drawn)	3.7	2.2	0.2	28	4	-1.7	985	i	13	-4	623	0.46	-0.26	0.3	0.51	-25%	i	0	1405
8	COc1ccc(-c2c(C(F)(F)F)nn(C)c2NC(C)=O)cc1	·	·	·	·	·	1.3	1406	·	·	-5	684	0.32	-0.2	0.72	-0.45	0%	i	·	·
9	COc1ccc(-n2c(=O)c3ccccc3c3ccccc3c2=O)cc1	3.2	2.2	6.0	10	2	-1.0	1122	i	4	23	711	0.39	-0.23	0.021	-0.051	25%	i	0.11	1470
10	COc1ccc(C(O)c2coc3ccc(O)c(CN(C)C)c23)cc1 (stereo not drawn)	1.0	1.8	3.2	14	-5	-0.5	1147	i	3	-10	686	-0.93	-0.26	-0.31	-0.29	11%	i	-0.87	1350
11	C=CCn1cc(C(=O)NCCCOCC)c(=O)c2cc(S(=O)(=O)N(CC)CC)ccc21	1.1	1.1	10	-2	18	-3.4	855	i	11	·	·	-0.39	-0.23	-0.097	0.57	5%	i	0.11	1266
12	CCCOc1ccc(/C=N/NC(=O)CSc2ccccn2)cc1OC	·	·	·	·	·	-0.7	1315	·	·	3	722	-0.18	-0.22	-0.063	-0.033	-13%	i	-0.12	1444
13	CCCC(=O)NC(c1ccco1)c1cc(Cl)c2cccnc2c1O (stereo not drawn)	7.4	1.6	3.7	-6	10	-2.9	1176	i	15	-1	825	1.7	-0.24	1.5	-1.4	1%	i	0.19	1217
14	Cc1ccc(-c2cc(C(F)F)nc(N3CCC(C)CC3)n2)cc1	2.7	1.4	3.6	17	-1	3.5	956	i	-4	11	649	0.21	-0.22	0.28	1.5	6%	i	0.29	1856
15	Cn1c(SCc2ccc(Br)cc2)nc2c(c1=O)SCC2	3.9	1.7	3.4	-1	0	0.5	1100	i	11	5	704	0.2	-0.27	0.22	0.0026	17%	i	-0.68	1205
16	FC(F)(F)c1cccc(N2CCN(C(=S)NC3CCCC3)CC2)c1	0.4	2.0	8.8	21	28	-3.3	1095	i	-4	-14	690	0.23	-0.18	-0.26	-0.0098	7%	i	0.46	1843

Some of these compounds in order of heavy-atom count, largest number first.
#	mol	MT stabilize HCS	MT stabilize HCS Hoechst-high %	MT stabilize HCS cytotoxicity %	WT yeast gro inh	WT yeast gro inh mutant strain	b-catenin transl	b-catenin transl cell count 5 µM	Autophagy mod	Autophagy mod cell loss 18 h	Hep lipid drop	Hep lipid drop cells 6.5 µM	Dynein cargo inh	Dynein cargo inh cytoplasmic EGFP	Dynein cargo inh nuclear GR-EGFP	Dynein cargo inh cell count	NOD2 inhibition	Yfh1-off respiration	Ins promoter up	Ins promoter up cell count
11	C=CCn1cc(C(=O)NCCCOCC)c(=O)c2cc(S(=O)(=O)N(CC)CC)ccc21	1.1	1.1	10	-2	18	-3.4	855	i	11	·	·	-0.39	-0.23	-0.097	0.57	5%	i	0.11	1266
10	COc1ccc(C(O)c2coc3ccc(O)c(CN(C)C)c23)cc1 (stereo not drawn)	1.0	1.8	3.2	14	-5	-0.5	1147	i	3	-10	686	-0.93	-0.26	-0.31	-0.29	11%	i	-0.87	1350
8	COc1ccc(-c2c(C(F)(F)F)nn(C)c2NC(C)=O)cc1	·	·	·	·	·	1.3	1406	·	·	-5	684	0.32	-0.2	0.72	-0.45	0%	i	·	·

(continued)
#	mol	MT stabilize HCS	MT stabilize HCS Hoechst-high %	MT stabilize HCS cytotoxicity %	WT yeast gro inh	WT yeast gro inh mutant strain	b-catenin transl	b-catenin transl cell count 5 µM	Autophagy mod	Autophagy mod cell loss 18 h	Hep lipid drop	Hep lipid drop cells 6.5 µM	Dynein cargo inh	Dynein cargo inh cytoplasmic EGFP	Dynein cargo inh nuclear GR-EGFP	Dynein cargo inh cell count	NOD2 inhibition	Yfh1-off respiration	Ins promoter up	Ins promoter up cell count
17	Cn1sc(NC(=O)c2ccccc2)nc1=O	1.6	1.1	9.4	8	24	-1.6	1378	i	0	·	·	-1	-0.11	-0.57	0.95	-22%	i	0.74	1475
18	CC1CN(Cc2nc3c(c(=O)n(C)c(=O)n3C)n2CCN2CCOCC2)CC(C)O1 (stereo not drawn)	5.8	2.9	5.0	-5	-2	-5.9	789	i	-14	·	·	0.13	-0.3	0.45	-0.31	2%	i	1.6	1336
19	O=C(CSc1nnc(CNC(=O)c2c(F)cccc2Cl)o1)c1ccccc1	3.3	2.8	4.5	-13	-4	-3.4	482	i	-7	4	727	-0.12	-0.26	0.002	0.9	10%	i	·	·
20	O=C(NC1CCS(=O)(=O)C1)/C(=C\c1ccccc1)NC(=O)c1ccccc1 (stereo not drawn)	3.4	2.5	13	-2	-7	-0.7	1137	i	-3	-6	705	0.13	-0.14	0.24	0.93	3%	i	-0.05	1473
21	Cc1cccc(-n2c(-c3csc4ccccc34)n[nH]c2=S)c1	4.4	2.6	6.5	64*	7.1*	-0.7	545	i	1	-14	722	-0.21	0.86	-0.12	0.29	-10%	i	0.29	1327
22	Nc1c(C(=O)NCc2cccs2)nnn1CC(=O)Nc1cccc(Cl)c1	4.3	0.8	5.0	-8	7	-5.5	1079	i	1	5	699	-0.24	-0.3	-0.37	0.26	-16%	i	-0.33	1608
23	CCOc1ccc(CCNC(=O)Cn2cccc2C(=O)c2ccccc2)cc1OCC	4.2	2.8	1.4	-11	-21	-5.1	1377	i	5	84*	712*	-1.1	-0.29	0.1	0.56	-3%	i	0.88	1504
24	COc1ccccc1C1c2c(C)nn(-c3ccccc3)c2NC(=O)C1NC(=O)c1ccccc1 (stereo not drawn)	3.0	2.4	13	-16	-14	·	·	i	3	21	593	1.6	-0.25	0.46	-1.3	9%	i	0.21	1102
25	O=C1CSC(c2ccccc2[N+](=O)[O-])N1CCc1ccccc1 (stereo not drawn)	1.8	1.1	13	15	12	·	·	i	18	-4	714	1.8	-0.25	1	-1.1	14%	i	0.14	1213
26	CCSc1nnc(NC(=O)CCCOc2ccc(C)cc2)s1	4.4	1.6	8.7	1	7	0.0	1061	i	10	8	738	0.049	-0.33	-0.14	0.7	17%	i	-0.9	1246
27	CCCC(=O)Nc1ccc2nc(SCC(=O)Nc3ccc(N4CCOCC4)c(Cl)c3)sc2c1	2.5	2.1	10	14	-18	-2.0	1296	i	4	·	·	-0.26	-0.23	0.48	0.58	-92%	i	1.7	1343
28	Cc1nc(-c2cccc(NS(=O)(=O)c3cccc4ccccc34)c2)cs1	2.0	2.2	6.0	62*	-28*	-3.9	1177	i	-10	2	816	-0.82	-0.22	-0.11	0.45	10%	i	-0.43	990
29	COc1cc(/C=N/Nc2nc3ccccc3[nH]2)cc(Br)c1OCC(=O)N(C)C	4.9	2.2	5.5	21	8	-2.4	1012	i	4	2	665	-0.5	-0.36	-0.76	0.9	3%	i	0.86	1286
30	CCC(C(=O)O)N1C(=O)c2ccccc2C1=O (stereo not drawn)	3.9	2.0	1.5	6	11	-1.0	1035	i	3	-3	648	-0.91	-0.23	-0.45	1.9	-9%	i	·	·
